Screening data from PubChem.
HIV peptide binding – cell-free HIV fusion peptide-binding blockers – biochemical, uHTS, fluorescence dequenching, primary screen (AID 1986) | cell-free peptide binding, fluorescence dequenching, 30 min; higher % means a stronger effect | inhibition, % at 20 µM; hits with a dose series show IC50 in µM | 290,000 compounds, 0.3% hits; in the data active = inhibition mostly above about 52%, no sharp cut-off; inactive = mostly below about 76%; also: some results filed as inactive read as strong as hits
KOR beta-arrestin-1 – KOR antagonists, beta-arrestin recruitment, cell-based, luminescence, uHTS (AID 1778). KOR beta-arrestin recruitment, luminescence, antagonist mode; higher % means a stronger effect. inhibition, % at 10 µM; hits with a dose series show IC50 in µM. 290,000 compounds, 0.091% hits; also: strong numbers were not always called active
GPR55 antagonists – inhibition of LPI-stimulated GPR55 beta-arrestin translocation – imaging, U2OS, beta-arrestin-GFP, LPI agonist, primary screen (AID 2013). U2OS GPR55 beta-arrestin-GFP translocation imaging, LPI antagonism; higher % means a stronger effect. inhibition, % at 10 µM; hits with a dose series show IC50 in µM. 290,000 compounds, 0.13% hits;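 active = spots per cell inhibited over 60%, with over 100 cells counted and total cytoplasm intensity under 500,000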;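 also: U2OS cells stably carrying GPR55 and arrestin-GFP stimulated by 5 µM LPI near EC80; imaged beta-arrestin-GFP aggregate spots per cell after agonist stimulation; plate controls were LPI-stimulated DMSO wells for no effect and DMSO wells without LPI for full effect; some results filed as inactive read as strong as hits; confirmed hits need IC50 under 10 µM and bright autofluorescent wells are also inconclusive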
MgcRacGAP inhibition – MgcRacGAP GTPase-activating activity inhibitors, confirmation, biochemical, ADP Hunter fluorescence; MgcRacGAP-stimulated Rac1 GTP hydrolysis, ADP Hunter fluorescence; higher % means a stronger effect; GST-tagged Rac1 F28L mutant substrate; one-dose inhibition, % at 30 µM; IC50 in µM for titrated hits; 340,000 compounds, 0.6% hits; AID 624330;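 active = first-screen hits whose inhibition reached a set limit at any dose in the follow-up dose series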;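 also: fluorescence reports GDP produced by GAP-driven GTP hydrolysis; strong numbers were not always called active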
GPR55 beta-arrestin – GPR55 agonists via beta-arrestin recruitment, primary screen, imaging, U2OS cells, beta-arrestin-GFP redistribution (AID 1961) | U2OS GPR55 beta-arrestin-GFP redistribution imaging; higher % means a stronger effect | activation, % at 10 µM, or EC50 in µM where a hit was titrated | 290,000 compounds, 0.048% hits;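 active = activation above 40% with more than 50 cells counted in the well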;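 also: U2OS osteosarcoma cells stably expressing GPR55 and beta-arrestin-GFP; plate controls were DMSO negative control for no effect and LPI positive control for full effect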
NOD2 inhibition – inhibition of NOD2-driven NF-kB reporter – cell-based, luminescence, uHTS, HEK293 (AID 1566); HEK293 NOD2/NF-kB luciferase reporter, luminescence; higher % means a stronger effect; inhibition, % at 4 µM; hits with a dose series show EC50 in µM; 290,000 compounds, 0.63% hits; also: many of its hits are not listed in these tables
SV40 large T antigen – TAg ATPase/helicase activity blockers – biochemical (AID 1903); SV40 large T antigen ATPase/helicase inhibition assay; higher % means a stronger effect; inhibition, % at 20 µM; hits with a dose series show IC50 in µM; 310,000 compounds, 0.39% hits; in the data active = a potency from the dose series; also: strong numbers were not always called active
KOR beta-arrestin-2 – KOR agonists, beta-arrestin recruitment, primary screen, cell-based, luminescence, uHTS (AID 1777). KOR beta-arrestin recruitment, luminescence; higher % means a stronger effect. one-dose activation, % at 10 µM; EC50 in µM for titrated hits. 280,000 compounds, 0.02% hits; in the data active = activation above about 50%, passing the limit was not always enough; also: a part of the inactive calls stands beside numbers as strong as those of hits
NOD1 inhibition – NOD1 signaling inhibitors, primary screen, cell-based, luminescence, uHTS (AID 1578); NOD1-driven NF-kB luciferase reporter cells, luminescence; higher % means a stronger effect; inhibition, % at 4 µM, or EC50 in µM where a hit was titrated; 290,000 compounds, 1% hits; in the data active = inhibition mostly above about 36%, no sharp cut-off; inactive = mostly below about 34%;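 also: HEK-293T reporter cells stimulated with the NOD1 agonist gamma-tri-DAP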
The depositor's hits bear a star; nt = no result given; [ ] = dose if it differs, or a comment. Rule as the data show it, unless noted: active = inhibition above about 50%; inactive = the rest. These rows are one share of the data; count on the stated rates, not on these rows.

SMILES	HIV peptide binding	KOR beta-arrestin-1	GPR55 antagonists	MgcRacGAP inhibition	GPR55 beta-arrestin	NOD2 inhibition	SV40 large T antigen	KOR beta-arrestin-2	NOD1 inhibition
CC(C)NC(=O)c1c(O)c2cccc3c2n(c1=O)CCC3	4.2%	26%[20 µM]	-21%	-6%	-0.2%	8%	12%	-0.1%	-19%
COc1ccc(COc2ccccc2C(=O)Nc2ccccn2)cc1[N+](=O)[O-]	-1.1%	-40%	2%	6%	-0.1%	10%	8%	-1.4%	-6%
O=C(NC1CCCCC1)Sc1ccc(Cl)cc1	2.0%	11%	-6%	7%	-0.1%	3%	-4%	-4.6%	-13%
C/C(=N\N=C(/N)SC1CC(=O)N(c2ccc(Cl)c(Cl)c2)C1=O)c1cccs1 (stereo not drawn)	25%	-20%	2%	2%	0.6%	-9%	3%	3.4%	6%
CN(C)/C=N/S(=O)(=O)c1ccc(Cl)cc1	-0.4%	-10%	3%	9%	-0.5%	-8%	0%	-0.4%	-37%
CC(C)CNS(=O)(=O)c1cc(C(=O)OC2CCOC2=O)c(Cl)cc1Cl (stereo not drawn)	-2.0%	-24%	-1%	8%	-0.1%	5%	3%	-1.6%	-23%
COC(=O)c1cc(S(=O)(=O)Nc2cc(OC)cc(OC)c2)cn1C	2.0%	-33%[20 µM]	8%	6%	0.3%	16%	nt	-1.9%	-30%
COc1ccc(CC2(C)OC(c3ccc(C)cc3)=NN2C(C)=O)cc1 (stereo not drawn)	-1.8%	4%	6%	5%	-0.3%	4%	5%	13%	-4%
O=C(NCCc1ccccc1Cl)C1CCC(=O)N(Cc2ccc(Cl)cc2)C1 (stereo not drawn)	1.2%	-8%	0%	6%	-0.1%	-3%	20%	2.3%	-2%
O=C(C1CCN(C2CCN(CC3CC=CCC3)CC2)CC1)N1CCOCC1 (stereo not drawn)	1.6%	-16%	13%	11%	0.6%	22%	17%	-5.0%	-11%
CC(=O)N1[C@H](Cc2ccccc2)C=C[C@]1(C)C(=O)NCc1ccccn1	4.5%	12%	-13%	9%	0.2%	-7%	17%	0.6%	-3%
C=CCOc1ccc(Cl)cc1CNCCCN1CCOCC1	-2.0%	-3%	4%	2%	-0.1%	16%	8%	-1.7%	0%

Part of the list above in order of number of heavy atoms, high to low.
SMILES	HIV peptide binding	KOR beta-arrestin-1	GPR55 antagonists	MgcRacGAP inhibition	GPR55 beta-arrestin	NOD2 inhibition	SV40 large T antigen	KOR beta-arrestin-2	NOD1 inhibition
O=C(C1CCN(C2CCN(CC3CC=CCC3)CC2)CC1)N1CCOCC1 (stereo not drawn)	1.6%	-16%	13%	11%	0.6%	22%	17%	-5.0%	-11%
CC(=O)N1[C@H](Cc2ccccc2)C=C[C@]1(C)C(=O)NCc1ccccn1	4.5%	12%	-13%	9%	0.2%	-7%	17%	0.6%	-3%
COC(=O)c1cc(S(=O)(=O)Nc2cc(OC)cc(OC)c2)cn1C	2.0%	-33%[20 µM]	8%	6%	0.3%	16%	nt	-1.9%	-30%

(further entries)
SMILES	HIV peptide binding	KOR beta-arrestin-1	GPR55 antagonists	MgcRacGAP inhibition	GPR55 beta-arrestin	NOD2 inhibition	SV40 large T antigen	KOR beta-arrestin-2	NOD1 inhibition
Cc1cc(C)c(C)c(S(=O)(=O)NCc2ccc(C(=O)N3CCOCC3)cc2)c1C	-1.5%	2%	12%	6%	-0.1%	-6%	3%	-8.2%	-6%
O=C(CCc1ccccc1O)N/N=C/c1ccc(Sc2cccc3cccnc23)o1	-0.7%	7%	28%	6%	0.3%	-143%	3%	1.9%	89%*
CCCC[n+]1ccn(-c2nc3ccccc3nc2[N-]S(=O)(=O)c2ccc(Br)cc2)c1	3.7%	-63%	8%	5%	-0.1%	6%	5%	nt	-4%
CN(CC(=O)O)S(=O)(=O)/C=C/c1ccccc1	-0.4%	-4%	12%	-3%	1.0%	16%	2%	-0.5%	-24%
CCN(c1ccc(OC)cc1)S(=O)(=O)c1ccc2c(c1)NC(=O)CS2	-1.5%	-13%	0%	-2%	0.2%	-22%	15%	3.3%	28%
CNCC(O)COc1cccc(OC)c1 (stereo not drawn)	-0.9%	9%	1%	-2%	1.1%	12%	-1%	-2.8%	-31%
Cn1c(=O)c2c(nc(NCc3ccco3)n2CC(O)CO)n(C)c1=O (stereo not drawn)	-2.0%	10%[20 µM]	4%	4%	-0.3%	11%	-1%	-6.1%	-1%
O=S(=O)(c1ccccc1)N1CCC(n2cnc3ccccc32)CC1	1.2%	-1%	3%	4%	-0.1%	6%	3%	2.8%	-10%
CC(=O)N1N=C(c2cccc([N+](=O)[O-])c2)OC1c1ccccc1Cl (stereo not drawn)	-1.0%	-1%	52%	6%	0.0%	-19%	5%	-0.8%	7%
CCn1c2nc(SCCN3CCOCC3)nnc2c2cc(C)cc(C)c21	-1.6%	-7%	-8%	12%	0.8%	36%	8%	-5.9%	5%
C=CCn1c2[n+](c3ccccc3c1=O)CCCCC2	-0.6%	-17%	-3%	5%	-0.3%	3%	10%	-4.2%	-18%
CN1CCN(Cc2c(O)ccc3cc(Br)ccc23)CC1	-0.4%	-48%	-11%	nt	-0.2%	20%	24%	0.7%	-15%

Exported with two lines to a compound: part of the list above
Values in the order: HIV peptide binding, KOR beta-arrestin-1, GPR55 antagonists, MgcRacGAP inhibition, GPR55 beta-arrestin, NOD2 inhibition, SV40 large T antigen, KOR beta-arrestin-2, NOD1 inhibition
- O=C(CCc1ccccc1O)N/N=C/c1ccc(Sc2cccc3cccnc23)o1
 : -0.7%, 7%, 28%, 6%, 0.3%, -143%, 3%, 1.9%, 89%*
- CN1CCN(Cc2c(O)ccc3cc(Br)ccc23)CC1
 : -0.4%, -48%, -11%, nt, -0.2%, 20%, 24%, 0.7%, -15%

Remaining list, next part:
SMILES	HIV peptide binding	KOR beta-arrestin-1	GPR55 antagonists	MgcRacGAP inhibition	GPR55 beta-arrestin	NOD2 inhibition	SV40 large T antigen	KOR beta-arrestin-2	NOD1 inhibition
CCn1cc(C(=O)O)c(=O)c2cc(F)c(N/N=C/c3ccccc3[N+](=O)[O-])cc21	33%	4%	20%	1%	-0.1%	33%	6%	-0.2%	8%
CCOc1ccc(NC(=O)CSc2nc3ccccc3c(=O)n2CCCC(=O)NCC2CCCO2)cc1 (stereo not drawn)	0.9%	-57%	2%	-10%	-0.3%	14%	5%	-1.2%	-41%
O=C(c1ccc(Cl)cc1Cl)N1CCC(c2nc3c(nnn3Cc3ccco3)c(=O)[nH]2)CC1	1.6%	-4%	11%	12%	-0.3%	19%	7%	-0.8%	-17%
C[C@H]1CCC2[C@](C)(CO)[C@@H](O)CC[C@]2(C)[C@@]12CCC(CO)(CCO)O2 (stereo partly drawn)	-2.8%	9%	-3%	7%	-0.1%	4%	5%	-2.6%	-16%
COc1ccc(Cl)cc1NC(=O)c1ccoc1C	1.5%	2%	-5%	8%	-0.2%	15%	8%	-0.5%	-6%
CCCNC(=O)CN(C)CC(=O)Nc1ccccc1C#N	-0.6%	15%	16%	6%	0.4%	11%	24%	-0.5%	-38%
Cc1ccccc1C(=O)Nc1cccc(NC(=O)c2ccc(F)cc2)c1	-0.5%	14%	6%	5%	-0.2%	14%	6%	0.1%	-6%
CS(=O)(=O)N(CC(=O)N1CCN(Cc2ccccc2)CC1)c1ccc2c(c1)OCCO2	-1.5%	-1%	4%	7%	0.5%	-16%	-1%	4.0%	-8%
C=CCNC(=S)N1CCN(Cc2ccccc2)CC1	1.8%	4%[20 µM]	18%	29%	-0.1%	22%	nt	2.8%	-20%
Cc1nnc(NC(=O)c2nc(S(=O)(=O)Cc3ccccc3C)ncc2Cl)s1	3.8%	-20%	0%	14%	-0.2%	-11%	12%	4.6%	42%
O=C(CN1CCC(C(=O)c2ccc3c(c2)OCCO3)CC1)NCc1ccc(F)cc1	-0.8%	-41%	6%	6%	-0.4%	18%	3%	-3.5%	-2%
CC1CC(C)CN(S(=O)(=O)N2CCCC(C(=O)NCCc3ccccc3)C2)C1 (stereo not drawn)	1.9%	-22%	9%	14%	-0.1%	18%	9%	-6.0%	-28%
COc1ccc(Nc2nc(N)nc(CCl)n2)cc1	-1.2%	-16%	8%	7%	-0.2%	nt	8%	-0.1%	nt
COc1ccc(CNC(=O)c2cnc3cc(C)ccn3c2=O)cc1	2.7%	-18%	-4%	-1%	0.9%	2%	17%	0.1%	-25%
COc1ccc(OC(C)C(=O)Nc2cccc([N+](=O)[O-])c2)cc1 (stereo not drawn)	-1.0%	-19%	-17%	4%	0.6%	-5%	11%	7.1%	-10%
Cc1onc(-c2ccccc2)c1C(=O)Nc1nc(-c2ccc(F)c(F)c2)cs1	2.6%	14%	-1%	8%	-0.1%	-7%	11%	-1.2%	-65%
Cc1ccc2c(c1)N(CCC(=O)NCC1COc3ccccc3O1)C(=O)CO2 (stereo not drawn)	-1.7%	31%	-9%	8%	-0.2%	2%	-4%	-2.7%	-18%
CC1CC(C)(C)NC(=S)N1CC(=O)N1CCN(Cc2ccc3c(c2)OCO3)CC1 (stereo not drawn)	0.2%	17%	11%	2%	-0.2%	2%	4%	-1.9%	-38%
Cc1[nH]nc2c1C(Cc1ccccc1)C(C#N)=C(N)O2 (stereo not drawn)	-1.7%	-8%	10%	8%	-0.3%	14%	11%	-5.2%	19%
CN(CC(=O)Nc1ccccc1Br)C(=O)C(Cc1ccccc1)NC(=O)c1ccccc1 (stereo not drawn)	1.4%	-1%	2%	8%	0.2%	-1%	10%	1.8%	-28%
CCOC(=O)c1c(C)oc2c1c(C=NC1CCS(=O)(=O)C1)c(O)c1ccccc12 (stereo not drawn)	29%	-26%	11%	-1%	-0.1%	21%	6%	10%	76%*
Cc1[nH]c2ccccc2c1-c1nc(-c2ccc(Cl)cc2)nnc1-c1ccccc1	1.7%	-10%	5%	nt	-0.6%	9%	1%	3.5%	-25%
COc1ccc(NC(=S)NC2CC3CCC(C2)N3Cc2ccco2)cc1 (stereo not drawn)	-1.2%	18%	-1%	0%	0.3%	-18%	2%	-3.4%	8%
O=C(O)CSc1nccn1-c1cccc(Cl)c1	-1.9%	14%	6%	3%	0.2%	10%	26%	-2.5%	-16%
CCOC(=O)N1N=C(C)CC1(O)c1ccccc1 (stereo not drawn)	-1.4%	12%	2%	8%	0.6%	14%	0%	4.5%	6%

Record cards (already shown). Values in the order: HIV peptide binding, KOR beta-arrestin-1, GPR55 antagonists, MgcRacGAP inhibition, GPR55 beta-arrestin, NOD2 inhibition, SV40 large T antigen, KOR beta-arrestin-2, NOD1 inhibition
`COc1ccc(NC(=S)NC2CC3CCC(C2)N3Cc2ccco2)cc1` (stereo not drawn) is listed with -1.2%, 18%, -1%, 0%, 0.3%, -18%, 2%, -3.4%, 8%
`COc1ccc(Nc2nc(N)nc(CCl)n2)cc1` is listed with -1.2%, -16%, 8%, 7%, -0.2%, nt, 8%, -0.1%, nt
